MrgX1 agonist: human MrgX1 receptor agonism, primary screen; Q96LB2; MrgX1-HEK293 cells, Fluo-4 calcium fluorescence, agonist mode; active compounds read high; B-score at 10 µM; 0.44% of 310,000 active; AID 588627;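 active means calcium response B-score plate-corrected fluorescence ratio at least 3 library SD, with starting fluorescence B-score inside 5 SD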
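Material – MrgX1-expressing HEK293 cells · Input – 15,000 cells seeded per well · Dosing – compound as first of three additions · Times – overnight seeding, then 1 h dark dye loading · Measured by – kinetic Fluo-4 NW fluorescence of intracellular calcium · Read-out – B-scored fluorescence response ratio · Benchmarks – positive and negative control wells on each plate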
RGS4 pot: potentiators or activators of RGS4 | B-score at 10 µM | 0.92% of 310,000 active | HEK293 M3R/inducible RGS4, carbachol calcium flux Fluo4; active compounds read low;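 active means B-score of the integrated calcium signal more than 4 SD below the library mean, with starting fluorescence not abnormally high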;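 further: negative B-score means reduced calcium response which marks RGS4 activation or potentiation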
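Assay system: Inducible-RGS4 HEK293 cells carrying M3 receptor | Schedule: Compound preincubation 20 min at room temperature before agonist | Signal: Kinetic calcium fluorescence imaging with Fluo4-AM dye, 2 µM | Read-out basis: B score from integrated fluorescence ratio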
MrgX1 antag: blocks BAM8-22 activation of human MrgX1 receptor; 1.3% of 310,000 active; B-score at 10 µM; Q96LB2; MRGX1-HEK293 calcium flux, Fluo-4, BAM8-22 antagonism; active compounds read low;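 active means calcium-response B-score plate-corrected more than 3 library SD below zero, starting fluorescence within 5 deviations, no agonist response on first addition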;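 further: peak minus trough fluorescence over baseline after final BAM8-22 challenge near maximal dose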
Platelet DG rel: platelet dense granule release activity; human platelet-rich plasma, SFLLRN dense granule ATP release, luminescence; inhibition, %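 (compounds screened at 7.5 µM in platelet-rich plasma)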; 0.22% of 300,000 active; AID 1663;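 active means mean replicate score, as percent of positive control, at or above 50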
SKKanGAS inh: SKKanGAS growth inhibition; S. pyogenes SKKanGAS, kanamycin growth, BacTiter-Glo, 6 h; inhibition, % at 7.5 µM; 1.3% of 300,000 active; AID 1662;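 active means mean replicate score, as percent of positive control median, at least 50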;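 further: strain carries kanamycin resistance gene driven by streptokinase promoter and grows in 40 µg/ml kanamycin; loss of luminescence reflects streptokinase promoter inhibition or plain growth inhibition; 0% = median of DMSO wells and 100% = positive control at its reference dose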
TRPC6 inhibitor: mouse TRPC6 channel inhibition; HEK293-TRPC6, membrane potential dye, ACh-evoked depolarization; active compounds read low; Q61143; B-score at 10 µM; 1.1% of 310,000 active;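 active means B-score under library mean minus 3 SD, initial fluorescence not abnormally high, positive integrated signal ratio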;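 further: B-score derived from integrated fluorescence ratio over the kinetic read; more negative B-score means stronger inhibition of depolarization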
MrgX1 PAM: human MrgX1 positive allosteric modulation, primary screen; MrgX1-HEK293, Fluo-4 calcium flux, FDSS; active compounds read high; B-score at 10 µM; Q96LB2; 0.63% of 310,000 active;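 active means plate-corrected calcium response at least 3 library SD above typical, normal starting fluorescence, not activating the receptor alone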;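 further: compound read alongside a low EC10 to EC30 dose of BAM8-22 agonist; peak minus trough fluorescence over baseline measured at the second addition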
TRPC6 act: activates the mouse TRPC6 cation channel. B-score at 10 µM. 0.13% of 310,000 active. Q61143. HEK293-TRPC6 membrane potential dye fluorescence; active compounds read high;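 active means B-score of the integrated fluorescence ratio above library mean plus 3 SD, and starting fluorescence ratio within library mean plus 5 SD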;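 further: higher score means more depolarization so channel activation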
RGS4 inh: inhibitors of human RGS4. HEK293 M3R/RGS4 inducible, Fluo-4 calcium flux; active compounds read high; triggered by carbachol at its EC20. 0.45% of 310,000 active. AID 463165. B-score at 10 µM;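 active means B-score, a plate-corrected calcium signal, over three deviations above library mean, with baseline fluorescence within five deviations of library mean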;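 further: RGS4 expression induced by doxycycline in cells with stable M3 receptor; B-score is computed from the integrated fluorescence ratio over baseline after carbachol; higher B-score means a larger calcium signal and so more RGS4 inhibition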
HIF activator: HIF pathway transcriptional activation; 0.32% of 300,000 active; activation, % at 7.5 µM (by protocol); U2OS HRE-luciferase reporter, luminescence; normalized: DMSO 0%, desferrioxamine 100%; AID 1910;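 active means mean activation of at least 10% of the iron chelator positive control signal, with at least half of replicates also reaching 10%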
TRPC4 block: TRPC4 (mouse) channel inhibition; B-score at 10 µM; HEK293 TRPC4beta/mu-opioid, DAMGO-evoked Fluo4 calcium flux; active compounds read low; 0.39% of 300,000 active; Q9QUQ5;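 active means B-score over 3 SD under the library average, no early fluorescence shift, positive overall ratio signal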
Target sequence (Q9QUQ5 whole entry, looked up): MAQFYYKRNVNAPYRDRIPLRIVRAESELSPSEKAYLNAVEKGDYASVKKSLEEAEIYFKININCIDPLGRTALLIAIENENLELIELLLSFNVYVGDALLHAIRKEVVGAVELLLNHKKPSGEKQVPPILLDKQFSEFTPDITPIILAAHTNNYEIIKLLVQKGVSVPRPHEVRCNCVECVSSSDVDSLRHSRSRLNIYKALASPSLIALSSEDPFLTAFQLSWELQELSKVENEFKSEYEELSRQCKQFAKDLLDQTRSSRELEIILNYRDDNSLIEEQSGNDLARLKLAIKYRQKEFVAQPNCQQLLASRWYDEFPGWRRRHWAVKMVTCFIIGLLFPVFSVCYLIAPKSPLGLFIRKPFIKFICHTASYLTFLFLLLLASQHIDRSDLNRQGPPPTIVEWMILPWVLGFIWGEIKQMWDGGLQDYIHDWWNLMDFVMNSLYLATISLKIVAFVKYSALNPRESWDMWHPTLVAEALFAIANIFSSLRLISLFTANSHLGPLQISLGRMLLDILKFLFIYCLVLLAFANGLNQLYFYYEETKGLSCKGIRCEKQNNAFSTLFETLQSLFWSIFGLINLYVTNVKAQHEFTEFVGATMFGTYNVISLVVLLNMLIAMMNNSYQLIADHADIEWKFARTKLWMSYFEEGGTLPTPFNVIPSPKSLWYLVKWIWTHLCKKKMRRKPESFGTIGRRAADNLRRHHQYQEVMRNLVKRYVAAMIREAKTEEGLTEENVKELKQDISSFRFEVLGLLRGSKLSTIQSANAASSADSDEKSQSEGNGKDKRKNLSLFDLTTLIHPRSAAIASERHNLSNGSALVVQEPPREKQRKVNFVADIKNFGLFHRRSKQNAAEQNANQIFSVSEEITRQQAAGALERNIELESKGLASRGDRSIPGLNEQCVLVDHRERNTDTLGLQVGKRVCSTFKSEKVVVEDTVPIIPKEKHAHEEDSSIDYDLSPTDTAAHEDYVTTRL
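System: stable TRPC4beta/mu-opioid receptor HEK293 cells; Dosing: single-point compound dosing; Measured by: Fluo4 Ca2+ flux fluorescence; Read-out basis: per-well B score of integrated baseline-normalized Fluo4 ratio.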
An asterisk follows results filed as active; i = inactive; x = no result given.

Below each compound – Platelet DG rel	HIF activator	SKKanGAS inh	RGS4 pot	RGS4 inh	TRPC6 inhibitor	MrgX1 antag	TRPC6 act	TRPC4 block	MrgX1 agonist	MrgX1 PAM
CCC(C(=O)O/N=C(\N)c1ccc(C)cc1)c1ccccc1 (configuration not stated)
  2.9	-0.1	-1.6	i	i	i	i	i	i	i	i
Cc1nc(Cl)sc1C(=O)Nc1ccccc1
  5.7	0.6	5.7	i	i	i	i	i	i	i	i
CCOc1nc(Nc2ccccc2)nc(OCC)n1
  -4.4	-0.9	-7.6	i	i	i	i	i	i	i	i
Cc1ccc(C)c(CSc2nnc(-c3cccnc3)n2N)c1
  9.0	-0.3	5.7	i	i	i	i	i	i	i	i
CC(=O)Nc1ccc2nc(NC(=O)CS(=O)(=O)c3ccccc3)sc2c1
  5.1	0.7	8.7	i	i	i	i	i	i	i	i
Cc1cc(C)c2c(c1)c1nnc(SCCN3CCOCC3)nc1n2C
  -3.7	-1.0	3.9	i	i	i	x	i	i	x	x
COc1ccc(/C=N/NC(=O)CCc2c(C)n[nH]c2C)cc1OC
  3.6	0.0	0.8	i	i	i	i	i	i	i	i
Cc1ccc(-n2ccnc2SCC(=O)N(CC(C)C)C2CCS(=O)(=O)C2)c(C)c1 (configuration not stated)
  -4.6	-1.1	-3.4	i	i	i	i	i	i	i	i
Cc1cccn2c(=O)c3cc(C#N)c(=NC(=O)c4cccnc4)n(CC4CCCO4)c3nc12 (configuration not stated)
  -3.6	0.1	2.3	i	i	i	i	i	i	i	i
CN(CC(=O)NCc1ccccn1)S(=O)(=O)c1cc(Cl)ccc1Cl
  -1.8	-0.8	-4.8	i	i	i	i	i	i	i	i
CCOc1ccccc1C1CC(c2ccc(Cl)cc2)Nc2nc(N)nn21 (configuration not stated)
  -0.9	0.0	3.5	i	i	i	-7.74*	i	i	i	i
Cc1sc2nc(NCCO)[nH]c(=O)c2c1C
  -6.6	0.3	8.1	i	i	i	i	i	i	i	i
CCOC(=O)N1CCN(C(=O)COc2ccc(S(=O)(=O)NCC(C)C)cc2C)CC1
  6.6	0.1	0.2	i	i	i	i	i	i	i	i
Cc1cc(C)n2nc(C(=O)NC3CCCc4ccccc43)nc2n1 (configuration not stated)
  2.5	0.0	-0.3	i	i	i	i	i	i	i	i
N#Cc1nc(-c2ccccc2F)oc1NCc1ccccc1
  -6.6	0.2	-1.4	i	i	i	i	i	i	i	i
Cc1cccc(NC(=O)CSc2nnc(-c3ccc(S(=O)(=O)N4CCOCC4)cc3)n2C)c1
  4.8	-0.6	1.2	i	i	i	i	i	i	i	i
CCOC(=O)C1CCN(S(=O)(=O)c2ccccc2)CC1
  -1.5	0.1	-1.0	i	i	i	i	i	i	i	i
COc1cc(-c2cc(N3C(=O)Nc4ccccc4N3O)n[nH]2)cc(OC)c1OC
  2.6	0.3	2.6	i	i	i	i	i	i	i	i
CCN(Cc1cc2cc(C)ccc2[nH]c1=O)C(=O)c1cccc([N+](=O)[O-])c1
  1.7	0.4	0.8	i	i	i	i	i	i	i	i
O=S(=O)(NCC1CCCO1)c1ccc(Cl)cc1 (configuration not stated)
  3.3	-1.2	-4.3	i	i	i	i	i	i	i	i
CC(C)(O)C#Cc1ccc(C(=O)N2CCN(c3ccc(F)cc3)CC2)cc1
  -10.1	0.0	2.4	i	i	i	i	i	i	i	i
CC(Sc1nncn1-c1ccccc1)C(=O)Nc1cccc([N+](=O)[O-])c1 (configuration not stated)
  8.4	1.8	3.8	i	i	i	i	i	i	i	i
COc1ccc(CNS(=O)(=O)c2cc(Br)cc3c2N(C(C)=O)C(C)C3)cc1 (configuration not stated)
  1.0	-0.2	3.1	i	i	i	i	i	i	i	i
O=C(COc1ccc(Br)cc1Br)NC(=O)NC1CCCC1
  -44.1	-38.2	-9.4	i	i	i	i	i	i	i	i
CCn1nc(C)cc1-c1n[nH]c(=S)n1N
  5.7	-0.2	-1.9	i	i	i	i	i	i	i	i
CC1(C(=O)N(CC(=O)NC2CCCC2)Cc2ccccc2)CC(=O)N=C2C=CC=CN21 (configuration not stated)
  0.6	-0.2	2.5	i	i	i	i	i	i	i	i
O=C(C1CCN(c2nnnn2-c2ccccc2)CC1)N1CCN(c2ccccc2)CC1
  10.3	-0.4	x	i	i	i	i	i	i	i	i
O=C(Nc1cccc2ccccc12)C1CCCC1
  -3.8	-0.9	2.5	i	i	i	i	i	i	i	i
CC(C)(C)NC(=O)C(c1ccncc1)N(Cc1cccs1)C(=O)Cn1nnc(-c2cccs2)n1 (configuration not stated)
  1.9	0.1	3.7	i	i	i	i	i	i	i	i
O=C(NCCN1C(=O)C2C3C=CC(C3)C2C1=O)Nc1ccc(Br)cc1 (configuration not stated)
  2.1	3.5	0.7	i	i	i	i	i	i	i	i
O=[N+]([O-])c1ccc(N2CCOCC2)nc1
  0.2	-0.2	1.9	i	i	i	i	i	i	i	i
CCn1c(SCC(=O)NNC(=O)c2ccc(C)cc2)nnc1-c1ccncc1
  -3.7	0.0	-3.2	i	i	i	i	i	i	i	i
CC(=O)N(CC1CCCO1)c1nnc(-c2cnccn2)s1 (configuration not stated)
  -2.0	-2.3	-3.7	i	i	i	i	i	i	i	i
CCN(Cc1ccccc1)S(=O)(=O)c1ccc(C(=O)N(CCCN(C)C)c2nc3cc(OC)ccc3s2)cc1
  4.3	0.9	9.6	i	i	i	i	i	i	i	i
CCCn1c(SCc2cc(=O)[nH]c3ccccc23)nc2c1c(=O)n(C)c(=O)n2C
  5.8	-0.4	3.4	i	i	i	i	i	i	i	i
Cc1cnc(NC(=O)c2cccs2)s1
  3.7	3.5	2.6	i	i	i	i	i	i	i	i
Cc1cccc(C)c1NC(=O)C(Cl)C(=O)c1ccccc1 (configuration not stated)
  -19.6	0.9	-10.9	i	i	i	i	i	i	i	i
CC1=NN(C(=O)c2csc(C)c2C)C(O)(C(F)(F)F)C1 (configuration not stated)
  6.5	-0.6	-0.3	i	i	i	i	i	i	i	i
N#Cc1ccccc1CN1C(=O)c2ccccc2S1(=O)=O
  -4.9	-0.1	4.3	i	i	i	i	i	i	i	i
Cc1ccc(-c2nn(CC(=O)N3CCOCC3)c(=O)c3ccccc23)cc1S(=O)(=O)N(C)C
  -5.6	-0.6	0.3	i	i	i	i	i	i	i	i
C(=N\NCc1ccccc1)/c1ccc2nccnc2c1
  -7.1	3.0	4.5	i	i	i	i	i	i	i	i
CC(C)OC(=O)CSc1nc(-c2ccc(F)cc2)cc(C(F)(F)F)n1
  -3.3	-0.1	-6.5	i	i	i	i	i	i	i	i
O=C(NNc1ccccc1Cl)C(O)(c1cccc(C(F)(F)F)c1)c1cccc(C(F)(F)F)c1
  -7.1	-0.2	98.2*	i	i	i	i	i	i	i	i
CCOC(=O)c1cc(NC(=O)COC)ccc1O
  1.4	0.0	-1.2	i	i	i	i	i	i	i	i
CCOc1ccc(CNC(=O)C(CC)n2nc(C)n3c(cc4occc43)c2=O)cc1OC (configuration not stated)
  0.4	0.0	-4.6	i	i	i	i	i	i	i	i
O=C(COC(=O)c1cc(-c2cccc(Br)c2)nc2ccccc12)NCC1CCCO1 (configuration not stated)
  2.5	0.0	24.6	i	i	i	i	i	i	i	i
COc1cc(/C=C2/SC(=Nc3ccc(O)cc3)NC2=O)cc(OC)c1O
  -13.9	-0.2	13.8	i	i	i	i	i	i	i	i
CCOc1ccc(OCC)c(NC(=O)CSc2nc3c(c(=O)n(C)c(=O)n3C)n2CC)c1
  14.3	-0.3	-5.6	i	i	i	i	i	i	i	i
Cc1cc(=O)oc2c(C)c(OC(C)C(=O)N3CC[C@@]4(O)CCCC[C@H]4C3)ccc12 (some centres not stated)
  0.9	0.1	-7.5	i	i	i	i	i	i	i	i
COc1cc(C(=O)NCC2CCCO2)cc(OC)c1OC (configuration not stated)
  4.1	0.1	-0.5	i	i	i	i	i	i	i	i
CCOc1cc(C(=O)OCC(=O)c2c(C)[nH]c3ccccc23)ccc1OCC(=O)N1CCOCC1
  1.2	-0.4	8.0	i	i	i	i	i	i	i	i
COc1cccc(NC(=O)c2sc3ncn(CC(=O)N4CCN(c5ccccn5)CC4)c(=O)c3c2C)c1
  9.1	-0.2	-5.3	i	i	i	i	i	i	i	i
O=C(Nc1ccccc1)c1cccnc1Nc1ccccc1
  -5.5	0.5	-15.3	i	i	i	i	i	i	i	i
CC1(C)Cc2nc3sc4c(NCCO)ncnc4c3cc2CS1
  16.8	0.7	4.2	i	i	i	i	i	i	i	i
COc1ccc(/C=N/NC(=O)c2cc(-c3ccccc3OC(C)C)nc3ccccc23)cc1CN1CCOCC1
  -6.7	0.7	1.8	i	i	i	i	i	i	i	i
N=c1oc2c3c4c(cc2cc1C(=O)Nc1ccccc1)CCCN4CCC3
  6.0	4.8	-1.9	-9.26*	i	i	i	i	i	i	i
Cc1ccc(C(=O)NCCOc2cccc(C)c2)cc1
  -4.4	1.1	-12.8	i	i	i	i	i	i	i	i
COc1ccc(/C=C2\N=C3CCCCCN3C2=O)cc1OC
  0.0	1.6	4.6	i	i	i	-4.68*	i	i	i	i
CCc1ccccc1NC(=S)N(Cc1cccc(C)c1)c1cccnc1
  -2.7	0.6	-0.3	i	i	i	i	i	i	i	i
O=C(CN(c1ccc(F)cc1)S(=O)(=O)c1ccc2c(c1)OCCO2)NCc1ccccc1
  -1.8	0.1	2.5	i	i	i	i	i	i	i	i

Later entries.
Below each compound – Platelet DG rel	HIF activator	SKKanGAS inh	RGS4 pot	RGS4 inh	TRPC6 inhibitor	MrgX1 antag	TRPC6 act	TRPC4 block	MrgX1 agonist	MrgX1 PAM
Cc1ccc(N(C)C(=O)c2cnn(-c3ccccc3)c2C)c(C)c1
  -1.6	-1.1	1.6	i	i	i	i	i	i	i	i
O=C(NC1CCOc2ccccc21)c1ccc(Cl)nc1 (configuration not stated)
  0.8	0.1	0.5	i	i	i	i	i	i	i	i
O=C(Nc1cccc(S(=O)(=O)N2CCOCC2)c1)c1ccc(N2CCOCC2)c([N+](=O)[O-])c1
  0.0	-0.9	6.2	i	i	i	i	i	i	i	i
CC(C)NC(=S)N1CCCN(c2ncccc2[N+](=O)[O-])CC1
  4.1	0.8	1.5	i	i	i	i	i	i	i	i
COc1ccc(CCN(C)C(=O)c2cc(-c3ccccc3)nc3ccc(C)cc23)cc1OC
  -1.3	0.3	-5.7	i	i	i	i	i	i	i	i
